CD40 NFkB inh: inhibitors of CD40-induced NF-kB signaling, primary screen, BL2 cells, luciferase reporter, single point; CD40L-induced, 4 h; inhibition, % at 10 µM; 0.94% of 83,000 active; AID 1053188, 2014;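 active means mean inhibition of at least 50% with a set share of replicates also reaching that level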;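 further: 0% = neutral control wells and 100% = IKK inhibitor VII at 50 µM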
Starred values were filed as active, the others as inactive; & = joins results of further samples; [ ] = remark or other dose.

SMILES	CD40 NFkB inh
Cc1c(NC(=O)CSc2nnc(C(C)Oc3ccc(Cl)cc3)n2-c2ccccc2)c(=O)n(-c2ccccc2)n1C (stereo not drawn)	8.2
Cc1c(C)n(C)c2ccc(C(=O)NCCCN3CCCC3)cc12	8.9
N#C[C@@H]1[C@H](c2ccccc2)[C@@H](CO)N1S(=O)(=O)c1cccc(F)c1	6.7[25 µM]
Cc1cc(NC(=O)COc2ccc(Cl)cc2Cl)n(CCC#N)n1	-104.9
CCOCC(=O)OCC(=O)NC12CC3CC(CC(C3)C1)C2	12.9
CC1(C)Nc2ccccc2C(=O)N1NC(=O)c1ccccc1	7.0
CCOC(=O)C1=C(C)NC(C)=C(C(=O)OCC)C1C(=O)OCC(=O)Nc1ccc(NC(C)=O)cc1	-9.1
Cc1cc(NCc2ccco2)n2c(nc3ccccc32)c1C#N	19.9
COc1ccc(-c2cc(C(=O)OCc3ccccn3)c3ccccc3n2)cc1	-50.4
CCC(=O)N1[C@@H]2Cn3c(cccc3=O)[C@H]1[C@@H](C(=O)NC1Cc3ccccc3C1)[C@@H]2CO	-19.3[25 µM]
Cc1cccc(C)c1NC(=O)CN(C)C(=O)c1ccc(-n2cncn2)c([N+](=O)[O-])c1	12.1
COC(=O)c1c(NC(=O)CC2SCC(C(=O)OC)NC2=O)sc2c1CCCC2 (stereo not drawn)	10.1
COc1cccc(CNc2nc3cc(-c4ccc(F)cc4)sc3c(=O)n2C)c1	-0.2
O=C(O)CN=C1NC2(CCCCC2)Cc2ccccc21	8.4
CCOC(=O)N1CCN(C(=O)CNC(=O)Cn2cnc3ccccc3c2=O)CC1	10.0
CC1=NN(c2nc(-c3ccccc3)cs2)C(=O)C1N=Nc1ccccc1 (stereo not drawn)	-21.6
CCCCNC(=O)c1cc(C)no1	1.5
CC(C)NC(=O)N1[C@H](CO)[C@H](c2ccc(C#CC3CCCC3)cc2)[C@@H]1C#N	-20.4
COc1ccccc1-c1ccccc1[C@@H]1[C@@H](CO)N(C(=O)C2CC2)[C@H]1C#N	-5.1[25 µM]
CO[C@@H](CN(C)S(=O)(=O)c1cccc(Cl)c1)[C@H](C)CN([C@@H](C)CO)S(=O)(=O)c1ccc(Cl)cc1	5.8
Cc1onc(-c2ccccc2)c1C(=O)N1CCN(c2ncccn2)CC1	1.3
O=C(COC(=O)CC12CC3CC(CC(C3)C1)C2)Nc1ncc(Cl)cc1Cl	9.1
Cc1cc(C)n2nc(CCc3ccccc3)nc2n1	-10.2
COc1cc(C=O)ccc1Oc1ccc(S(=O)(=O)N2CCOCC2)cc1[N+](=O)[O-]	10.6
Cc1ccn2c(C(=O)NN=C3CCN(C)CC3)c(C)nc2c1	-3.5
Cc1ccc(NC(=O)Nn2cnnc2)c(C)c1	-1.6
C[C@@H]1CCCCO[C@@H](CN(C)S(C)(=O)=O)[C@@H](C)CN([C@H](C)CO)C(=O)c2cc(NC(=O)NC3CCCCC3)ccc2O1	-1.2[25 µM]
CC1CCCCN1C(=O)COC(=O)c1ccc(=O)n(Cc2ccccc2)n1 (stereo not drawn)	9.4
CN1C(C)(C)CC(=NO)CC1(C)C	4.6
CNC[C@@H]1Oc2c(NS(=O)(=O)c3ccc(Cl)cc3)cccc2C(=O)N([C@@H](C)CO)C[C@@H]1C	-0.9[25 µM]
CN(C)c1ccc(CNn2cnnc2SCc2ccccc2F)cc1	-0.4
Cc1ccccc1S(=O)(=O)N1[C@@H]2CNC[C@H]1[C@@H]2c1ccc(-c2ccc(C#N)cc2)cc1	8.3[25 µM]
O=S(=O)(NCCN1CCOCC1)c1cccs1	1.5
CC(C)(C)CC(C)(C)NC(=O)c1ccccc1	7.2
CNS(=O)(=O)c1cccc(C(=O)NCC(c2cccs2)N2CCOCC2)c1 (stereo not drawn)	0.9
O=C(CCCc1nc2ccccc2s1)NCc1ccccc1	-15.0

5 entries picked at random from the list so far:
SMILES	CD40 NFkB inh
CC(C)(C)CC(C)(C)NC(=O)c1ccccc1	7.2
Cc1ccccc1S(=O)(=O)N1[C@@H]2CNC[C@H]1[C@@H]2c1ccc(-c2ccc(C#N)cc2)cc1	8.3[25 µM]
O=C(CCCc1nc2ccccc2s1)NCc1ccccc1	-15.0
CC1CCCCN1C(=O)COC(=O)c1ccc(=O)n(Cc2ccccc2)n1 (stereo not drawn)	9.4
Cc1ccc(NC(=O)Nn2cnnc2)c(C)c1	-1.6

Shown as labelled records: four of the compounds above
Cc1ccc(NC(=O)Nn2cnnc2)c(C)c1
  CD40 NFkB inh = -1.6

C[C@@H]1CCCCO[C@@H](CN(C)S(C)(=O)=O)[C@@H](C)CN([C@H](C)CO)C(=O)c2cc(NC(=O)NC3CCCCC3)ccc2O1
  CD40 NFkB inh = -1.2[25 µM]

CC1CCCCN1C(=O)COC(=O)c1ccc(=O)n(Cc2ccccc2)n1 (stereo not drawn)
  CD40 NFkB inh = 9.4

CN1C(C)(C)CC(=NO)CC1(C)C
  CD40 NFkB inh = 4.6

Next section:
SMILES	CD40 NFkB inh
COc1cccc(CN(C)CC(=O)Nc2ccccc2N2CCOCC2)c1OC	11.2
COc1ccc(-c2ccc3c(c2)[C@H]2[C@H](CCN2C(=O)C2CCOCC2)[C@@H](CO)N3C)cc1	-5.3[25 µM]
Cc1ccc(S(=O)(=O)N2CCN(C(=O)C3CSC4(C)CCC(=O)N34)CC2)cc1C (stereo not drawn)	-3.9
O=C1CC(NS(=O)(=O)c2ccc3ccccc3c2)CN1c1ccccc1 (stereo not drawn)	7.0
COc1cccc(-c2ccc(C3[C@@H]4CN(C(=O)Nc5ccccc5F)C[C@H]3N4)cc2)c1 (stereo partly drawn)	8.3&3.8[25 µM]
CC(=O)c1ccc(S(=O)(=O)NCCC(=O)NC(C)c2ccncc2)cc1 (stereo not drawn)	1.5
CN(C)/C=N/c1nc2nccc(-c3cccs3)n2n1	6.1
Cc1cc2nc(SCCOC(=O)Nc3ccccc3)nc(C)c2cc1C	2.9
C[C@@H]1CN([C@@H](C)CO)C(=O)CCCn2nncc2CO[C@@H]1CN(C)C(=O)Nc1ccc(C(C)(C)C)cc1	-3.6
C[C@H]1CN([C@@H](C)CO)C(=O)c2cc(-c3cccnc3)cnc2O[C@H]1CN(C)C(=O)Nc1ccccc1	-10.3[25 µM]
COc1cccc(NC(=O)C2(C)CCN2C(=O)Cc2cccc3ccccc23)c1 (stereo not drawn)	-4.8
Cc1nn(C(C)C(=O)Nc2sc3c(c2C#N)CCCC3)c(C)c1[N+](=O)[O-] (stereo not drawn)	-3.6
CCCc1cc(=O)[nH]c(SCC(=O)Nc2ccc(OC)c(S(=O)(=O)N3CCCCC3)c2)n1	8.5
CCOc1ccc(CCNC(=O)c2c(C)noc2C)cc1OCC	2.1
O=c1[nH]c(SCc2ccc(Cl)cc2)nc2ccccc12	12.6
N#C[C@@H]1[C@@H](c2ccc(-c3ccccc3F)cc2)[C@H](CO)N1C(=O)c1ccccn1	-12.2[25 µM]
Cc1ccc(C(=O)OCC(=O)c2c(N)n(C)c(=O)n(C)c2=O)cc1S(=O)(=O)N1CCOCC1	4.1
N#Cc1cccc(-c2ccc(C3[C@H]4CNC[C@@H]3N4Cc3ccc(F)cc3)cc2)c1 (stereo partly drawn)	12.1&9.9
COc1ccc(N2CC(C(=O)N3CCC(c4nc5ccccc5[nH]4)CC3)CC2=O)cc1 (stereo not drawn)	-16.2
CN(C)CC(=O)N1[C@H](C#N)[C@H](c2ccc(-c3ccccc3F)cc2)[C@H]1CO	-4.7
COc1ccc(C(=O)NCC2CCCN2S(=O)(=O)c2ccccc2)cc1OC (stereo not drawn)	3.4
COc1ccc(NC(=O)COC(C)=O)cc1Cl	0.0
COc1ccc2c3c([nH]c2c1)[C@@H](CO)N(S(=O)(=O)c1cn(C)cn1)CC31CCN(Cc2ccccc2Cl)CC1	-2.9[25 µM]
COc1ccc(-c2cc(=Nc3ccc(C)cc3)c3ccccc3o2)cc1	-72.5
Cc1ccc(-n2nc3c(N4CCC(C(=O)N5CCN(C)CC5)CC4)nnc(C)c3c2C)cc1	5.6
O=C(CNC(=O)c1ccco1)OC(C(=O)c1ccccc1)c1ccccc1 (stereo not drawn)	6.4
CCCCC(=O)NCc1ccc(F)cc1	4.4
O=c1nc2n(c3ccc([N+](=O)[O-])cc13)CCCCC2	0.9
Cc1oc2c(c1C(=O)Nc1cccc(C(=O)O)c1)CCCC2	-64.8
COCCCNC(=O)C1CC(=O)N(C2CCCC2)C1 (stereo not drawn)	4.1
CCCC(=O)Nc1nc(C(=O)OCC)cs1	-11.5
O=C(COc1ccc(-n2cnnn2)cc1)N1CCN(c2ccc(F)cc2)CC1	1.3
Cc1ccc(C(O)c2ncc(-c3ccc(Cl)cc3)[nH]2)cc1 (stereo not drawn)	-27.4
CC(C)CCOCC(=O)Nc1cccc(C(=O)O)c1	-39.2
O=C(COC(=O)c1cccc(S(=O)(=O)N2CCOCC2)c1)NCc1ccccc1	1.5
COc1cccc(S(=O)(=O)N(C)C[C@@H]2OCc3cnnn3CCCC(=O)N([C@H](C)CO)C[C@@H]2C)c1	-6.9[25 µM]
CCC(=O)N(C)C[C@H]1Oc2ncc(C#Cc3ccccc3OC)cc2C(=O)N([C@@H](C)CO)C[C@H]1C	0.1[25 µM]
CCN(Cc1nc2ccccc2c(=O)[nH]1)C(=O)c1cccc(NC(=O)c2cccs2)c1	5.0
CCOC(=O)c1cc2c(OC)c(OC)ccc2c2[nH]cc(C#N)c(=O)c12	8.2
O=S(=O)(c1ccc(F)cc1)N1C[C@H]2[C@@H](c3ccccc31)[C@H](CO)N2Cc1ccccc1Cl	4.8[25 µM]
CC1CC(C)CN(C(=O)CN2C(=O)NC(C)(C)C2=O)C1 (stereo not drawn)	18.0
C(=N\n1cnnc1)/c1cccc(Oc2ccccc2)c1	1.8
CC(C)(C)NCCCCOc1ccccc1F	5.0
O=C(CN1CCSCC1)N/N=C/c1ccc(F)cc1F	-7.8
CSc1ccc(COC(=O)c2cc([N+](=O)[O-])ccc2N2CCOCC2)cc1	-53.3
CCC(CO)NCCNC(CC)CO (stereo not drawn)	1.9
CCCOC(=O)Nc1cc(OC)c(Cl)cc1OC	4.1
Cc1nnc(NC(=O)C2(c3ccccc3)CCOCC2)s1	4.7
COc1ccc(Cn2c(=O)sc3ccccc3c2=O)cc1	-3.6
O=c1[nH]cnc2ccsc12	8.7
O=c1oc(/C=C/c2ccccc2)nc2ccccc12	4.4
COc1ccccc1N1CCN(c2ccc([N+](=O)[O-])nc2)CC1	-21.4
Cc1ccc(S(=O)(=O)N2CCCOC2)cc1	3.6
CC/C(CC(=O)C(F)(F)F)=N\NC(=O)/C(C#N)=C/N(C)C	0.9
C[C@H]1CCCCO[C@H](CN(C)Cc2ccc(Cl)c(Cl)c2)[C@@H](C)CN([C@@H](C)CO)C(=O)c2cc(NC(=O)Nc3cccc4ccccc34)ccc2O1	-3.5
COC(=O)C[C@@H]1CC[C@@H]2[C@H](COc3ccc(NC(=O)Nc4cccc(C#N)c4)cc3C(=O)N2C)O1	5.0[25 µM]
CC(C)Cn1c(N)c(C(=O)COC(=O)c2c(F)cccc2F)c(=O)n(C)c1=O	10.6
Oc1c(C(c2ccccc2)N2CCc3ccccc3C2)sc2ncnn12 (stereo not drawn)	-0.9
Nc1n[nH]c(=S)n1/N=C1/C(=O)Nc2ccccc21	22.0
CCCCn1cc([N+](=O)[O-])nc1C	3.9

The list goes on.
SMILES	CD40 NFkB inh
Cn1nc2c(c1C(=O)O)CCCC2	3.6
O=C(CCCn1cnc([N+](=O)[O-])n1)Nc1cccc2ccccc12	-9.4
O=C(CNS(=O)(=O)c1cccs1)N1CCN(c2ccccc2F)CC1	-33.6
Cc1cc(C(=O)CN2C(=O)c3ccccc3S2(=O)=O)c(C)n1-c1ccccc1	-57.8
CCOC(=O)c1ccc(NS(=O)(=O)CC)cc1	1.6
COCC(=O)N1[C@H](CO)[C@H](c2ccccc2)[C@@H]1CNC(=O)c1ccccn1	4.1
C=C(C)Cn1c(SCCCO)nc2c1c(=O)[nH]c(=O)n2C	6.4
C/C=C/c1ccc([C@H]2[C@@H](CO)N(C(=O)C3CCCC3)C23CN(S(C)(=O)=O)C3)cc1	6.7[25 µM]
CNc1cc(-c2ccc(C(=O)OC)cc2)ncn1	-8.8
CCn1ccc(C(=O)NC2=NCCS2)n1	-19.7
CN(CC(=O)Nc1cccc(S(=O)(=O)N2CCCC2)c1)Cc1ccccc1	7.7
N#CCCN/N=C(\Cc1nc2ccccc2[nH]1)c1ccccc1	-65.6
CCOC(=O)C1(C)CCCN1C(=O)c1cccc2ccccc12 (stereo not drawn)	20.6
Cc1ccc(S(=O)(=O)N2CCCCC2)cc1NC(=O)c1cncc(Br)c1	10.0
O=C(CN1CCOCC1)N1CC[C@H]2[C@H](CO)Nc3ccc(-c4ccccc4F)cc3[C@H]21	-2.4[25 µM]
C[C@@H]1CN([C@H](C)CO)C(=O)c2ccccc2-c2ccccc2CO[C@@H]1CN(C)Cc1cccc(F)c1	0.0
Cc1[nH]c2c(ccc3cccnc32)c1C	-14.8
COc1ccccc1NC(=O)N1C[C@H]2[C@@H](c3ccccc31)[C@H](CO)N2C(=O)C1CCCC1	-6.5[25 µM]
CCC(C)NC(=O)Nc1ccc(F)c(Cl)c1 (stereo not drawn)	-36.6
Cc1ccccc1OCCC(=O)N1CCN(S(=O)(=O)c2ccc(Br)cc2)CC1	-2.3
CSCC[C@H](NC(=O)OC(C)(C)C)C(=O)N1CCC(C(=O)N[C@@H](C)C(=O)O)CC1	3.8
COc1ccc2c3c(n(C)c2c1)[C@H](CO)N(C)CC31CCN(C(=O)c2cccnc2)CC1	-20.8[25 µM]
C[C@H]1CN([C@@H](C)CO)C(=O)c2ccccc2-c2ccccc2CO[C@@H]1CN(C)Cc1ccc(C(F)(F)F)cc1	3.6

Compound activity from PubChem BioAssay.

Some of the compounds tested; count on the stated rates, not on these rows.
